# Bioassay records as filed in PubChem BioAssay.
# miR122 inh – miR-122 Renilla sensor signal increase in Huh7, primary screen, miR-122 inhibitor project, cell-based, single point, plate reader; Huh7 miR-122 Renilla luciferase sensor, 48 h; neutral wells = 0, positive control = 100; activation (reporter increase), % at 12.5 µM; hit rate 0.3% among 340,000;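 active = mean replicate activation score at least 90 and every replicate individually at or above 90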;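 also: higher luciferase means less miR-122 activity so hits act as miR-122 inhibitors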
# ARNT TACC3 PPI – disruptors of ARNT/TACC3 protein interaction, primary screen, biochemical, AlphaScreen, single concentration; Transforming acidic coiled-coil-containing protein 3 (Homo sapiens), Q9Y6A5; AlphaScreen His-ARNT PAS-B/GST-TACC3 binding, luminescence; TACC3 fragment carries E629A point mutation; inhibition, % at 9.99 µM; hit rate 0.66% among 390,000; AID 623870, 2012;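 active = mean inhibition of replicates at least 50% and at least half of replicates each reaching 50%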;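 also: 0% = complete ARNT plus TACC3 wells and 100% = ARNT alone without TACC3; many hits fall short of the cut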
# SIRT5 block – SIRT5 desuccinylase inhibitors, primary screen, biochemical, fluorescence imaging, single point, set 5 | Purified SirT5, succinyl-peptide AMC, trypsin-coupled fluorescence | AID 652115, 2013 | NAD-dependent protein deacylase sirtuin-5, mitochondrial (Homo sapiens), Q9NXA8 | hit rate 1.1% among 330,000 | inhibition, % at 15 µM; in the data active = inhibition above about 15%
# Target sequence (Q9NXA8 whole entry, looked up): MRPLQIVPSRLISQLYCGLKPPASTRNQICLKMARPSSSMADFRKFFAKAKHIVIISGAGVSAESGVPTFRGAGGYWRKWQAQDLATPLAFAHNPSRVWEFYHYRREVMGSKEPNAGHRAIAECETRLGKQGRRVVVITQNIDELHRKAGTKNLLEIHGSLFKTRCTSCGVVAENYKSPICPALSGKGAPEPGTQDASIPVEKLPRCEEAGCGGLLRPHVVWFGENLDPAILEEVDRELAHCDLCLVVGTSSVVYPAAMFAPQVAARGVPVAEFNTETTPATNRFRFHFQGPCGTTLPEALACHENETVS
# esBAF inh – Bmi1 luciferase reporter increase in mESCs, primary screen, esBAF inhibitor project, mouse ES cells, Bmi1 luciferase knock-in, single point; 24 h; 100% = twice the neutral-well signal; reporter increase, % at 12.5 µM; hit rate 2% among 350,000; in the data active = activation above about 40%;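 also: 0% = median of the plate's neutral control wells and 100% = double that signal; a rise in the Bmi1 reporter signal indicates esBAF inhibition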
# Cneo AK release – Cryptococcus neoformans cell lysis inducers, primary screen, AK release luminescence, single concentration. lysis activity, % at 15 µM. hit rate 0.2% among 360,000. C. neoformans lysis, adenylate kinase release luminescence, 4 h; normalised: neutral wells 0, clomiphene wells 100;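 active = mean lysis activity across replicates of at least 80%, whatever share of replicates individually reach that level; inactive = mean lysis activity below 80%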
#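 Schedule: static 4 h at 37 °C with compound, 1 h detection; system: C. neoformans cells; benchmarks: Clomiphene as positive control; buffer or medium: fresh YPD medium; measure: luminescence rise reflecting yeast cell lysis; measured by: luminescent adenylate kinase detection reagent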
# Statin myotox sup – suppressors of statin myotoxicity in C2C12 myotubes, primary screen, cell-based, single point, plate reader; hit rate 0.78% among 330,000; rescue of ATP level, % at 7.49 µM; AID 602340, 2012; C2C12 myotubes + simvastatin, ATP luminescence, 48 h; scaled: DMSO 0, geranylgeraniol control 100;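 active = mean ATP rescue above about 67%, or every replicate alone reaching that limit, limit read from the data, passing the limit was not always enough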;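 also: myotubes were challenged with 10 µM simvastatin during compound exposure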
# ERp5 inh – inhibitors of ERp5-driven insulin aggregation, primary screen, biochemical, turbidity, absorbance 650 nm, single point; Protein disulfide-isomerase A6 (Homo sapiens), Q15084; AID 651711, 2012; 90 min; hit rate 0.05% among 350,000; inhibition, % at 9.99 µM;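 active = mean replicate inhibition above about 25%, with every replicate also reaching it, limit read from the data, passing the limit was not always enough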
# Target sequence (Q15084 whole entry, looked up): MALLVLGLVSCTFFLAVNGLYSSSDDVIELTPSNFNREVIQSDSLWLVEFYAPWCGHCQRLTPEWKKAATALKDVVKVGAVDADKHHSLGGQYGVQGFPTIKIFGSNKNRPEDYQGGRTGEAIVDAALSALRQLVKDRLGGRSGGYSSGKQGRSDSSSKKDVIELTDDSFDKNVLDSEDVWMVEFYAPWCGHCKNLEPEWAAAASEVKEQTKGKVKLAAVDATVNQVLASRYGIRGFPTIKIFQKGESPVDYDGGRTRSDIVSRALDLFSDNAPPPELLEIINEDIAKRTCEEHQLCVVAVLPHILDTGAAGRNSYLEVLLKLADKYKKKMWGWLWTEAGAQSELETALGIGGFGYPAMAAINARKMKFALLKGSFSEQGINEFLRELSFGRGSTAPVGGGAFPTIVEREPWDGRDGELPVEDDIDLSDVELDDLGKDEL
# * marks the source's active call; other numbers are inactive results; · = not tested or not shown; & = joins results of further samples; [ ] = another dose, or the depositor's remark.
# Every second line gives: miR122 inh	ARNT TACC3 PPI	SIRT5 block	esBAF inh	Cneo AK release	Statin myotox sup	ERp5 inh
CCOC(=O)c1c(NC(=O)c2cccc(N3C(=O)CCC3=O)c2)sc(C)c1C
→ -13.4	-1.7	·	-0.3	-1.5	-3.7	·
COc1ccc(NC(=O)CN(C)C(=O)c2ccc(N3CCCC3)c([N+](=O)[O-])c2)cc1
→ ·	2.6	0.3	-0.1	·	-19.6	2.4
CCOC(=O)c1cnc2c([N+](=O)[O-])cnn2c1C
→ 1.0	3.8	-9.6	·	-0.3	·	-2.2
COC(=O)C(C)N1CCC(=O)c2ccccc2S1(=O)=O (stereo unspecified)
→ 7.2	-4.6	·	-3.4	-0.9	13.6	·
CCOc1ccc(NS(=O)(=O)c2ccc3[nH]cc(C(=O)NCCOC)c(=O)c3c2)cc1
→ -3.2	4.2	·	2.6	-0.2	·	·
C[C@@H]1CN([C@H](C)CO)C(=O)c2cc(NS(=O)(=O)c3ccccc3)ccc2O[C@@H](C)CCCCO[C@@H]1CN(C)C(=O)c1ccccc1
→ -2.3[16.7 µM]	-0.1	-4.4	-7.0	-3.8	·	4.1
Cc1nn(Cc2ccccc2Cl)c(Cl)c1/C=C/C(=O)OCC(=O)NC(N)=O
→ 1.8	-4.0	·	-4.1	-3.2	1.6	·
Cc1ccc(-c2nnc(CCC(=O)NCc3csc(C)n3)o2)s1
→ -2.8	1.9	-1.4	5.2	-7.2	0.8	-2.3
Cc1ccc(S(=O)(=O)N2[C@@H](c3ccc(Br)cc3)C(C(=O)O)=CC[C@H]2c2ccc(Cl)cc2)cc1
→ -9.9	-8.5	3.4	-5.6	-6.3	9.5	-3.4
CC1CN(CCOc2ccccc2-c2ccccc2)CC(C)O1 (stereo unspecified)
→ -3.3	-0.7	30.7*	·	-1.4	·	-0.3
CCOC(=O)C1CCN(CC(O)COCc2ccc(Cl)cc2)CC1 (stereo unspecified)
→ 3.4	-5.5	-1.4	-0.8	-0.8	4.4	2.2
COCC(=O)N(C)C[C@H]1Oc2cc(-c3cncnc3)ccc2S(=O)(=O)N([C@H](C)CO)C[C@@H]1C
→ 0.5[16.7 µM]	-6.5	1.4	-1.6	-1.0	·	10.7
CN(C)CCP(=O)(c1ccccc1)c1ccccc1
→ 0.1	1.9	-0.4	3.0	-40.7	-1.3	-1.4
Cn1cc(S(=O)(=O)Nc2ccc(F)c(Cl)c2)c(=O)n(C)c1=O
→ 7.1	-4.6	-1.5	-10.8	-0.3	1.9	4.8
O=C(NCc1ccccn1)c1ccc(OC2CCN(Cc3ccc(Cl)s3)CC2)cc1
→ -5.2	3.7	-2.9	-0.9	-1.5	9.6	0.9
C[C@@H](NC(=O)C[C@H]1CC[C@@H](NC(=O)Cc2ccccn2)[C@@H](CO)O1)c1ccccc1
→ 13.7[16.7 µM]	-18.2	11.4	-10.3	105.0*	2.7	-1.4
CC(C)c1ccc(C(=O)Nc2ccc(S(=O)(=O)NC3=NCCCCC3)cc2)cc1
→ 2.5	·	·	8.6	-5.1	-38.9	0.9
O=C(COC(=O)c1ccc([N+](=O)[O-])o1)NC1CCCc2ccccc21 (stereo unspecified)
→ -5.2	-1.1	-9.8	-8.7	3.9	0.8	-2.3
COc1cc(NC(=O)c2n[nH]c(=O)c3ccccc23)cc(OC)c1
→ -8.8	-6.0	-5.2	0.4	-1.3	-11.8	3.4
Cc1ccc(S(=O)(=O)N[C@@H]2CC[C@@H](CCNC(=O)Nc3ccc(Cl)cc3)O[C@H]2CO)cc1
→ ·	·	-6.7	32.3	-5.9	-4.0	-11.0
CCOC(=O)C(NC(=O)c1ccccc1)(Nc1nnc(C)s1)C(F)(F)F (stereo unspecified)
→ 0.1	-2.0	·	-3.0	2.4	3.5	·
Cc1ccc(S(=O)(=O)Nc2ccc3c(c2)CCC3)cc1C
→ 59.1	-1.5	·	4.2	2.1	7.6	·
CNc1csc(C)c(C)c1=O
→ -3.4	3.1	·	-7.0	0.0	4.9	·
CC1CCC(C(C)C)C(OCC(O)CNC(C)(C)C)C1 (stereo unspecified)
→ ·	0.3	-2.8	·	·	·	4.4
CC(c1ccccc1)C1CC(=O)N(c2ccc([N+](=O)[O-])cc2)C1=O (stereo unspecified)
→ -0.4	4.2	-2.6	-1.3	-7.9	42.2	-4.9
CN1CCN(c2ccc(NC(=O)c3ccc(C#N)cc3F)cc2Cl)CC1
→ -4.4	3.0	-1.7	9.9	4.8	-6.1	2.1
CCCC(=O)Nc1ccc2c(c1)C(=O)N(C)C[C@H](OC)[C@H](C)CN(C(=O)c1ccncc1)[C@H](C)CO2
→ ·	-3.5	-1.5	-4.9	41.5	-1.8	-1.7
COc1ccccc1CN1CC(C(=O)N2CCCCO2)CCC1=O (stereo unspecified)
→ -5.4	-2.6	1.3	37.9	-2.0	15.2	8.2
COCCN1C(=O)N(c2ccccc2)C(=O)C1CC(=O)Nc1cc(OC)cc(OC)c1 (stereo unspecified)
→ 0.9	31.5	-5.2	-0.8	3.2	10.5	-1.8
O=[N+]([O-])c1ccc(O)c(CSc2nnnn2-c2ccccc2)c1
→ 2.4	8.0	4.2	0.3	1.9	-0.8	1.2

# An excerpt of these results, field by field:
> O=C(COC(=O)c1ccc([N+](=O)[O-])o1)NC1CCCc2ccccc21 (stereo unspecified)
  miR122 inh: -5.2	ARNT TACC3 PPI: -1.1	SIRT5 block: -9.8	esBAF inh: -8.7	Cneo AK release: 3.9	Statin myotox sup: 0.8	ERp5 inh: -2.3
> COc1cc(NC(=O)c2n[nH]c(=O)c3ccccc23)cc(OC)c1
  miR122 inh: -8.8	ARNT TACC3 PPI: -6.0	SIRT5 block: -5.2	esBAF inh: 0.4	Cneo AK release: -1.3	Statin myotox sup: -11.8	ERp5 inh: 3.4

# Going on with the list.
# Every second line gives: miR122 inh	ARNT TACC3 PPI	SIRT5 block	esBAF inh	Cneo AK release	Statin myotox sup	ERp5 inh
CCCCCC(=O)Nc1cccc(-c2nc3ncccc3o2)c1
→ ·	4.7	-5.2	3.8	0.3	-21.9	0.9
CCC(=O)N1CCCc2cc(S(=O)(=O)N3CCC(N4CCCCC4)CC3)ccc21
→ 5.1	-0.1	·	11.5	-2.4	0.4	·
N#Cc1cnc(N)c(Br)c1
→ ·	-1.6	0.6	·	·	·	-1.6
COc1cccc(CN2CCNC(=O)C2CC(=O)N(C)Cc2cnccn2)c1OC (stereo unspecified)
→ 2.2	10.1	-0.7	5.9	·	-4.0	0.2
C[C@H](CO)N1C[C@H](C)[C@@H](CN(C)S(=O)(=O)c2cccc(C#N)c2)OCc2cnnn2CCCC1=O
→ -5.9	-1.7	0.0&-0.5	2.5&0.9	1.7&2.1	-1.1&-4.0	-1.4&0.6
CCCCN1CCC(COC(=O)c2cc(Cl)c(N)c3c2OCCO3)CC1
→ -5.4	-3.3	-4.8	-5.5	-4.4	-2.0	2.5
Cc1ccc(OCC(=O)O/N=C(\N)Cc2ccc(Cl)cc2)cc1
→ -5.6	·	·	-8.5	-3.8	-21.1	·
CO[C@@H](CN(C)Cc1ccc2c(c1)OCO2)[C@@H](C)CN(C(=O)Nc1ccc(F)cc1)[C@@H](C)CO
→ ·	0.6	2.7	-5.0	5.6	5.2	-2.3
CCOc1nc(C)ccc1-c1noc(-c2ccncc2)n1
→ 15.3	2.0	·	14.7	0.9	-0.7	·
N#CCCN(Cc1cccnc1)C(=S)NC1CC2C=CC1C2 (stereo unspecified)
→ ·	0.6	0.8	1.4	·	-2.1	1.8
CC1CCCCC1NC(=O)c1ccc(S(=O)(=O)NCC2CCCO2)cc1 (stereo unspecified)
→ -7.0	-2.8	0.9	2.2	6.4	6.6	4.3
CSc1cccc(NC(=S)N(CCCN2CCCC2)Cc2cccs2)c1
→ ·	2.7	1.3	·	·	·	1.1
CC(=O)Nc1ccc(/C(C)=N/NC(=O)c2ccncc2)cc1
→ 2.2	6.9	0.5	28.7	-2.5	-0.5	-1.8
Cc1ccccc1C(=O)N1CCC(n2nccc2NC(=O)C2CC2)CC1
→ -3.9	0.6	·	-8.0	0.8	-4.5	·
COc1ccc(NC(=O)c2ccc(NC(=O)c3cccnc3)cc2)cc1
→ -3.0	·	-3.4	-1.5	-0.2	0.8	0.0

# 3 compounds out of the list, arranged by molecular weight, lowest first.
# Every second line gives: miR122 inh	ARNT TACC3 PPI	SIRT5 block	esBAF inh	Cneo AK release	Statin myotox sup	ERp5 inh
N#CCCN(Cc1cccnc1)C(=S)NC1CC2C=CC1C2 (stereo unspecified)
→ ·	0.6	0.8	1.4	·	-2.1	1.8
CO[C@@H](CN(C)Cc1ccc2c(c1)OCO2)[C@@H](C)CN(C(=O)Nc1ccc(F)cc1)[C@@H](C)CO
→ ·	0.6	2.7	-5.0	5.6	5.2	-2.3
C[C@H](CO)N1C[C@H](C)[C@@H](CN(C)S(=O)(=O)c2cccc(C#N)c2)OCc2cnnn2CCCC1=O
→ -5.9	-1.7	0.0&-0.5	2.5&0.9	1.7&2.1	-1.1&-4.0	-1.4&0.6

# Additional entries
# Every second line gives: miR122 inh	ARNT TACC3 PPI	SIRT5 block	esBAF inh	Cneo AK release	Statin myotox sup	ERp5 inh
Cn1c(SCC(=O)Nc2ccc3c(c2)OCO3)nnc1C(F)(F)F
→ -8.7	2.1	-14.1	0.5	1.4	6.4	·
CCN(CC(=O)Nc1c(F)cccc1F)C(=O)CCc1nc2ccccc2c(=O)[nH]1
→ -0.7	-4.1	-1.7	3.9	·	-18.3	0.8
COc1cc(CNCCc2c[nH]c3ccccc23)ccc1OCc1ccc(F)cc1
→ 7.7	44.9	·	-1.3	-0.1	-24.2	·
COc1ccc(N2CC(NS(=O)(=O)c3ccc4ccccc4c3)CC2=O)cc1OC (stereo unspecified)
→ 0.1	-0.4	-5.4	-1.2	·	8.9	-4.6
CCOC(=O)N1CCC(NC(=O)c2cnn3ccccc23)CC1
→ -4.7	-3.1	-7.1	3.3	0.1	10.4	-0.5
O=C(NC1CCCc2ccccc21)c1n[nH]c(=O)c2ccccc12 (stereo unspecified)
→ -15.5	-2.1	-3.7	-7.9	3.1	2.0	-0.3
CN(Cc1ccccc1)C(=O)Nc1ccccc1
→ ·	3.6	·	7.4	2.9	5.7	·
Cc1cccc(N(C)S(=O)(=O)c2ccc(-c3cc(C)no3)s2)c1
→ 34.0	-27.6	-7.7	-12.3	-0.1	-38.2	-9.9
N#Cc1ccccc1NC(=O)C1SC(=Nc2ccccc2)C(C(=O)Nc2ccc(Cl)cc2)=C1N (stereo unspecified)
→ 8.2	0.8	0.1	-2.0	-0.7	-8.0	2.1
COc1ccccc1NS(=O)(=O)c1ccc(NC(=O)Cc2cccs2)cc1
→ 26.3	-7.9	-1.3	1.9	1.7	20.1	-3.7
Cc1ccc(N/C(SCc2ccccc2C)=C(/C#N)C(=O)NCc2ccco2)cc1C
→ -0.9	7.9	·	-4.9	0.8	-8.5	·
